STEP block: inhibitors of human striatal-enriched phosphatase STEP | P54829 | recombinant STEP, OMFP fluorogenic substrate, fluorescence | inhibition, % at 20 µM | 0.25% of 360,000 active;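 active = inhibition at 20 µM, scaled per plate between control wells, above about 37%, limit read from the data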;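 also: 0% = DMSO with enzyme and substrate and 100% = substrate only without enzyme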
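Material: STEP (striatal-enriched tyrosine phosphatase) enzyme, cell-free; Compound dosing: 20 µM single dose in 1% DMSO; Technique: fluorescence read at 480 nm ex / 540 nm em; Times: reaction 20 min, ambient temperature; Medium: 50 mM Bis-Tris pH 6.0 with 2.5 mM DTT and 0.005% Tween 20; Also added: OMFP at 25 µM.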
LMPTP block: LMPTP (human) inhibition | P24666 | recombinant LMPTP-A, OMFP fluorogenic substrate, fluorescence intensity | inhibition, % at 20 µM | 0.22% of 360,000 active | AID 651560;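 active = compounds that cut the enzyme signal by at least half of the control window in the single-dose screen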;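 also: plate controls were DMSO wells with enzyme plus substrate for no effect and substrate without enzyme for full effect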
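Test system – LMPTP-A enzyme · Amount – LMPTP-A at 0.625 nM final in the reaction · Buffer or medium – Bis-Tris pH 6.0, DTT, detergent · Reagent – OMFP 400 µM · Doses – single 20 µM dose · Schedule – reaction 50 min, room temperature, dark · Detection – fluorescence intensity of OMFP turnover product · Evaluation – percent inhibition versus substrate-only and uninhibited controls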
DNMT1 block: inhibitors of human DNMT1 | AID 588458 | 0.83% of 360,000 active | DNMT1 molecular beacon, Hinp1I cleavage, fluorescence | inhibition (reported as % activation of signal), % at 10 µM; in the data active = inhibition above about 50%
MLLE-PAM2 inh: blocks PAM2 peptide binding to the PABP1 MLLE domain; P11940; GST-MLLE / FITC-PAM2 fluorescence polarization; 0.36% of 360,000 active; inhibition, % at 20 µM; in the data active = inhibition above about 35%, passing the limit was not always enough;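 also: plate controls were DMSO wells with GST-MLLE for no effect and wells lacking GST-MLLE protein for full effect; some results filed as inactive read as strong as hits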
Rpn11 block: Rpn11 (human) deubiquitinase inhibition; 0.59% of 360,000 active; O00487; calls only at 20 µM; human 26S proteasome, Ub4-pepOG fluorescence polarization; 20S core pre-blocked with epoxomicin;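 active = inhibition at 20 µM, scaled to each plate's controls, above about 33%, limit read from the data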
Target sequence (O00487 whole entry, looked up): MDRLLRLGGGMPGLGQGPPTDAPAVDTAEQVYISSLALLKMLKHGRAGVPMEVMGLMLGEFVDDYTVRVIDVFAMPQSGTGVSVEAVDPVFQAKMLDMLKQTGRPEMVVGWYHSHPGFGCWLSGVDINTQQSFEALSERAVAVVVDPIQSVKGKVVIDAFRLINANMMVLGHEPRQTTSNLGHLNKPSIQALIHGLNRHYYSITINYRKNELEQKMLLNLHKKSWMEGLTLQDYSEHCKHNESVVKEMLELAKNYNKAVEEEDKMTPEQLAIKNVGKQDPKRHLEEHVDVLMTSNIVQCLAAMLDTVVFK
NadD block: blocks S. aureus nicotinate mononucleotide adenylyltransferase; inhibition, % at 20 µM; purified NadD enzyme, colorimetric absorbance read-out; 0.78% of 360,000 active; in the data active = inhibition above about 26%; also: some compounds past the cut are filed as inactive
CSN deneddyl inh: CSN deneddylation inhibition. Q92905. Purified CSN, SCF-Nedd8-OG deneddylation, fluorescence polarization. inhibition, % at 12.5 µM. 0.38% of 360,000 active;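 active = pattern-corrected inhibition above about 35%, with an unprinted fluorescence ratio check between 0.5 and 1.5, limit read from the data, passing the limit was not always enough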;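 also: 0% = enzyme with substrate and 100% = substrate without enzyme; some results filed as inactive read as strong as hits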
Target sequence (Q92905 whole entry, looked up, one chain of several): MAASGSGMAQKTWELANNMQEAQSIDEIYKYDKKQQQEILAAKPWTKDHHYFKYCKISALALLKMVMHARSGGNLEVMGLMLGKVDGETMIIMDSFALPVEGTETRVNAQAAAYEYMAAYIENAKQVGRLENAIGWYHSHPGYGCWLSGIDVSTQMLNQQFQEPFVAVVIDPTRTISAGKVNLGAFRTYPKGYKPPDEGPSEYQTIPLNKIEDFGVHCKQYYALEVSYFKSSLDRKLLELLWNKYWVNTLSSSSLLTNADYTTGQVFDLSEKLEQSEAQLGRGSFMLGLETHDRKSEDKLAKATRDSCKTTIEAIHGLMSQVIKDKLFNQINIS
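Material: human Csn5 produced in HEK293T cells; Input: enzyme 0.24 nM; Reagent: SCFSkp2-Nedd8OG substrate at 10 nM final; Dosing: 12.5 µM compound; Incubation: 90 min reaction at room temperature; Detection: fluorescence polarization of the substrate; Evaluation: % inhibition of substrate cleavage by Csn5; Control set: substrate-only high control, full reaction low control.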
TbMetRS inhib: blocks T. brucei methionyl-tRNA synthetase activity | purified T. brucei MetRS, ATP depletion, Kinase-Glo luminescence | inhibition, % at 11.9 µM | 0.4% of 360,000 active | AID 624268;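 active = inhibition above a per-plate cutoff of the control wells' mean inhibition plus 3 SD, cut at about 5.5% in these data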;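 also: 0% = DMSO wells median and 100% = median of wells with control inhibitor compound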
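Dosing: 11.9 µM single point; system: parasite MetRS enzyme; technique: luminescence of leftover ATP; times: 15 min enzyme-compound preincubation, 2 h reaction, 10 min detection, 25 °C; replicates: each compound tested once; read-out basis: percent inhibition relative to median high and low control wells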
SUMO1-SIM PPI: alters human SUMO1 binding to SIM partners; 0.33% of 360,000 active; SUMO1 binding to a labelled peptide, TR-FRET, 1 h; P63165; AID 602429; inhibition, % at 20 µM; in the data active = inhibition above about 37%
Target sequence (P63165 whole entry, looked up): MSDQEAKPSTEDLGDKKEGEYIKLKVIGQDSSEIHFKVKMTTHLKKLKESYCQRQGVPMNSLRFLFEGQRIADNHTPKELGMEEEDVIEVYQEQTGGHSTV
Scp1 inh: blocks human Scp-1 phosphatase activity; Recombinant Scp1, phosphopeptide, malachite green phosphate absorbance; inhibition, % at 20 µM; 0.88% of 340,000 active; AID 493091;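 active = inhibition above about 50% at 20 µM, limit read from the data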;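 also: plate controls were DMSO wells with enzyme for no effect and wells lacking enzyme for full effect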
Target sequence (Q9GZU7 76-261 limits assumed): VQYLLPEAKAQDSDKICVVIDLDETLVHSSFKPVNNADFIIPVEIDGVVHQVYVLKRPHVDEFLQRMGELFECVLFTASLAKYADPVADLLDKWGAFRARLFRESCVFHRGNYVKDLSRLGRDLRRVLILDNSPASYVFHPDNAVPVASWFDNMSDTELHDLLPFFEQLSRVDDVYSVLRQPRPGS
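assay system = SCP-1 phosphatase catalytic domain, residues 76-261 | buffer or medium = 50 mM Tris acetate pH 5.5, 0.005% Tween-20, 10 mM MgCl2 | incubation = enzyme reaction 45 min at room temperature, colour 5 min, stabilisation 30 min | signal = Phosphate-binding colour reagent, absorbance read at 630 nm | measure = % inhibition at 20 µM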
Starred values were filed as active, the others as inactive; i = inactive; . = no result given; & = joins results of further samples.

SMILES	STEP block	LMPTP block	DNMT1 block	MLLE-PAM2 inh	Rpn11 block	NadD block	CSN deneddyl inh	TbMetRS inhib	SUMO1-SIM PPI	Scp1 inh
CCOc1ccc(NC(=O)c2[nH]c(C)c(C(C)=O)c2C)cc1	0	2.3	0	11	i	-4	5	-1.0	-2	-11
C=CCNc1oc(-c2cccc3ccccc23)nc1C#N	3	2.1	-5	-6	i	-6	4	1.0	-6	-2
COc1cc(OC)cc(C(=O)NN(CCC#N)C2=NS(=O)(=O)c3ccccc32)c1	-2	-0.8	4	4	i	-1	6	-0.4	5	-3
O=C(CCCn1c(=O)[nH]c2ccccc2c1=O)Nc1ccc(F)cc1	10	0.2	-1	-12	i	-2	-3	-0.8	-4	-10
CC(C)CCN1C(=O)CSCC1(C)C(=O)NCc1ccccc1 (stereo not given)	.	-2.4	.	.	.	.	0	-0.5	5	.
CN=C1SC(CC(=O)Nc2ccc(C(C)=O)cc2)C(=O)N1C (stereo not given)	0	-1.4	1	14	i	3	-2	-0.5	-5	-6
CN1CCN(CCC(=O)Nc2ccc(Br)cc2)CC1	3	-4.0	0	-2	i	-4	-3	0.8	3	-7
Cc1ccc(CCC(=O)Nc2ccccc2F)s1	0	-0.9	1	2	i	-6	6	-0.4	1	2
CC(C)OC(=O)Cn1nc(C(c2ccccc2)c2ccccc2)oc1=O	-2	1.2	-1	2	i	-6	4	-0.2	6	-8
Cc1oc(CC(C)C)c(CN2CCCC2)c1C(=O)O	-1	-0.9	0	-3	i	-4	7	-0.3	-1	-7
Cc1cc(C)c2[nH]c(C)c(CN3CCCCCC3)c(=O)c2c1	0	11	1	-6	i	1	3	-0.2	-23	-7
Cn1c(=O)n(C)c2cc(NC(=O)c3ccccc3NS(C)(=O)=O)ccc21	-1	-1.0	4	13	i	-2	2	-0.3	3	-9
COC(=O)C1CC(O)CN1C(=O)Nc1ccccc1 (stereo not given)	2	-1.6	-1	-1	i	-1	-2	-0.1	1	-1
Cc1cccc(Oc2ncc(-c3ccc(Cl)cc3)cn2)c1	-5	-0.3	-1	-5	i	-4	-5	-1.8	1	7
CC1CCCCN1C(=S)NC(=O)c1cccs1 (stereo not given)	4	-0.2	2	20	i	-5	1	0.6	3	-3
O=C(NCc1ccccc1Cl)C1CCC(=O)N1Cc1ccc(F)cc1 (stereo not given)	2	-1.2	2	-13	i	-3	-3	1.8	4	-1
CC(C)(C)NC(=O)CSc1nc(N)c(NC(=O)c2ccccc2F)c(=O)[nH]1	-1	-0.9	-1	16	i	0	3	-0.6	3	-3
COC(=O)c1ccc(N=C2SCC(=O)N2C)cc1	0	-1.2	2	1	i	-1	-5	-0.7	2	-2
CC(=O)N1CC(=O)N=C1SCC(=O)Nc1nc(C)c(-c2ccccc2)s1	-2	-0.4	18	-8	i	-3	1	-1.6	1	-5
O=[N+]([O-])c1ccc(C2=CSC3=NCCN23)cc1	-1	0.2	-1	-7	i	-2	0	2.3	-32	-5
COc1ccc2[nH]c(=O)c(CN(C(=O)c3cccnc3)c3ccccc3)cc2c1	-2	-0.8	-6	3	i	3	3	2.9	1	-10
COc1ccc(C(=O)Nc2ccc(S(=O)(=O)Nc3nccnc3OC)cc2)cc1	1	-1.0	-1	3	i	-3	4	-0.1	9	0
Cc1cccc(NC(=O)COC(=O)Cc2cccc(C(F)(F)F)c2)c1C	-1	0.3	-5	9	i	1	-1	-0.4	3	-3
COc1cc(CN2CCN(Cc3ccc4cc(F)ccc4n3)CC2CCO)cc(OC)c1 (stereo not given)	-1	-1.1	-3	5	i	-6	1	0.1	0	-8
COc1cccc(OCC(=O)NNC(=O)C(=O)Nc2cccc(C)c2)c1	1	-1.1	0	2	i	4	-2	-0.1	-1	-1
CCOC(=O)c1cnc(-n2nc(C)cc2C)[nH]c1=O	1	-1.6	3	4	i	-6	2	-0.8	0	-4
O=C(NCc1ccco1)c1cccnc1Cl	2	-2.1	3	-5	i	-3	-4	-0.6	2	1
Oc1c(Br)cc(Br)cc1C=Nc1ccc2c(c1)OCO2	1	0.5	-5	-30	i	5	6	-0.3	-5	-10
COc1ccc(NC(=O)C(c2ccnc3ccccc23)n2c(=O)c(-c3ccccc3)nc3ccccc32)cc1 (stereo not given)	.	2.4	.	.	.	.	-1	0.0	-3	.
Cc1cc(Br)ccc1NC(=O)CN(C)C(=O)CNC(=O)Cc1ccccc1	-1	0.0	1	8	i	-2	0	0.2	-3	-6
Cc1ccc2[nH]c3c(c2c1)CN(C(C)C)CC3	1	0.4	-9	-4	i	-4	-1	0.7	-4	-6
O=C(CSc1nnc2n(C3CCCCC3)c(=O)c3ccccc3n12)OC1CCCCC1	0	0.1	-1	-57	i	-4	1	-0.3	1	-11
COc1cc2[nH]c(=S)n(Cc3ccccc3)c(=O)c2cc1OC	-2	2.4	0	-88	i	-14	-11	-1.1	2	0
Cc1ccc(NC(=O)C(C)N2C(=O)c3ccccc3S2(=O)=O)cc1Cl (stereo not given)	0	1.4	0	8	i	-4	-7	-0.4	4	-10
O=C(NNC(=O)C1CCC1)c1ccc(Br)cc1	0	0.3	-1	4	i	0	-1	-0.2	5	-3
Cc1ccccc1-c1nnn(Cc2ccc(-c3nn[nH]n3)cc2)n1	-4	-0.3	-4	0	i	-8	0	-0.3	9	-19
COc1ccccc1NC(=S)N(CCN1CCOCC1)Cc1ccccc1F	6	-0.5	-1	-6	i	-1	-2	0.2	0	2
CC1CCN(C(=O)CNS(=O)(=O)c2ccc(Br)s2)CC1	0	-2.1	-2	2	i	2	4	-0.8	-2	6
Cc1ccc(N(C)S(=O)(=O)c2ccc3c(c2)CC(C)N3C(=O)C2CC2)cc1 (stereo not given)	2	0.2	2	2	i	-11	-2	-0.8	3	-8
COc1cc(C2c3cc4c(cc3CC3COC(=O)N32)OCO4)cc(OC)c1OC (stereo not given)	-3	-1.5	3	18	i	2	-5	-0.2	-1	0
Cc1cc(C(F)F)n2nc(C(=O)Nc3c(F)cc(F)cc3Br)nc2n1	1	-0.9	-4	-13	i	0	2	0.7	3	8
O=C(N/N=C/c1ccc[nH]1)c1cccc(Br)c1	-2	-1.8	1	-12	i	-5	-10	0.3	-7	-7
COCCSc1ccccc1C(=O)N1CCC(Cc2ccccc2)CC1	-1	2.0	0	-10	i	5	-4	-0.4	4	-3
OCCCCNCc1cc(Br)ccc1OCc1ccccc1F	9	-2.7	1	4	i	-13	-2	-0.6	2	-2
CCCn1c(O)c(N=N)c2ccccc21	0	-1.5	0	4	i	-1	-2	-0.6	-8	-2

An excerpt of these results, as comma-separated lines.
Molecule,STEP block,LMPTP block,DNMT1 block,MLLE-PAM2 inh,Rpn11 block,NadD block,CSN deneddyl inh,TbMetRS inhib,SUMO1-SIM PPI,Scp1 inh
Cc1ccccc1-c1nnn(Cc2ccc(-c3nn[nH]n3)cc2)n1,-4,-0.3,-4,0,i,-8,0,-0.3,9,-19
COc1ccccc1NC(=S)N(CCN1CCOCC1)Cc1ccccc1F,6,-0.5,-1,-6,i,-1,-2,0.2,0,2
CC1CCN(C(=O)CNS(=O)(=O)c2ccc(Br)s2)CC1,0,-2.1,-2,2,i,2,4,-0.8,-2,6
Cc1ccc(N(C)S(=O)(=O)c2ccc3c(c2)CC(C)N3C(=O)C2CC2)cc1 (stereo not given),2,0.2,2,2,i,-11,-2,-0.8,3,-8

Later entries
SMILES	STEP block	LMPTP block	DNMT1 block	MLLE-PAM2 inh	Rpn11 block	NadD block	CSN deneddyl inh	TbMetRS inhib	SUMO1-SIM PPI	Scp1 inh
CC(C)(C)OC(=O)C[C@H]1C/C=C\C[C@H](CC(=O)NCCO)C(=O)NCCOC1=O	1	-1.5	7	1	i	-1	-3	-0.3	-4	-2
CCOC(=O)c1ccc(NC(=S)N(CCCN2CCCCC2)Cc2ccco2)cc1	0	-1.5	-4	-25	i	-2	-2	0.0	-1	-2
CCc1nc(NC2CCCCC2)c(C#N)c2c1COC(C)(C)C2	2	1.9	-3	-9	i	2	0	0.0	-2	-3
COC(=O)[C@H](CCSC)NC(=O)Nc1ccc(C(C)=O)cc1	-2	0.2	8	9	i	3	-3	-1.2	-2	-8
NS(=O)(=O)c1ccc(CNC(=O)CSc2nc3ccc(Cl)cc3[nH]2)cc1	15	-1.2	-2	-8	i	-2	0	1.6	3	-6
Cc1ccc(C)c(N2CCN(C(=O)C3CCN(S(=O)(=O)c4cccc5nsnc45)CC3)CC2)c1	0	3.6	-5	5	i	8	-1	-0.1	-19	3
Cc1cccc(-n2ncc(C#N)c2-n2cccc2)c1	1	-0.5	1	-9	i	-5	-2	-0.6	1	-8
COc1ccc2oc(C(=O)Nc3ccccn3)c(C)c2c1	0	0.7	-5	-5	i	-5	-2	-0.5	-2	-13
CCc1cc2c3c(c1)/C(=C1/SC(N)=NC1=O)C(=O)N3C(C)(C)C=C2C	2	0.2	34	-1	i	4	-4	-1.8	-1	16
COc1cccc(NC(=S)NNC(=O)Cn2nc(C(F)(F)F)cc2C)c1	-2	-2.5	-3	28	i	1	-15	-0.1	3	-5
O=C(Nc1nnc(SCc2ccccc2F)s1)c1ccco1	4	-0.7	1	14	i	0	0	0.2	3	-3
CC(C)(C)c1ccc(/C=N/OCC(=O)NCc2ccccc2)cc1	0	1.7	-4	12	i	-7	0	0.2	-1	-10
Cc1cccc(N2CCN(C(=O)c3ccc(N4CCCC4=O)cc3)CC2)c1C	-10	-0.1	1	-5	i	0	-4	0.2	-1	-4
Cc1c(C)n(Cc2ccc(F)cc2)c2ccc(C(=O)NCCCN3CCOCC3)cc12	-2	-0.9	-1	-4	i	-14	1	-0.2	4	3
O=[N+]([O-])c1ccccc1S(=O)(=O)N1CCN(C2CCN(Cc3ccccc3)CC2)CC1	-1	-1.2	-9	6	i	-11	2	-0.2	-24	-7
CC(=O)C1=CCC(c2ccccc2)N(S(=O)(=O)c2ccccc2C)C1 (stereo not given)	1&0	-0.3&0.0	6&7	17&11	i	-7&-3	4&-7	-2.0&-0.2	2&10	.
CC(Oc1ccc2c3c(c(=O)oc2c1)CCC3)C(=O)NCc1ccccn1 (stereo not given)	-3	-2.1	-2	6	i	-6	1	-0.2	0	-6
Oc1ccc2cccnc2c1	1	1.2	0	15	i	-1	-1	-1.0	-3	-12
C/C(=N\Nc1cc(C(F)(F)F)ccc1Cl)c1ccncc1	1	4.5	2	-12	i	7	1	-0.3	-5	-5

High-throughput results: PubChem BioAssay, several laboratories
